Screens from PubChem BioAssay.
Fam108B inh: counter-screen for RBBP9 inhibitors: inhibitors of mouse Fam108B; 0.33% of 300,000 active; AID 1947; inhibition, % at 9.51 µM; recombinant Fam108B, FP-Rh probe fluorescence polarization;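 active = inhibition above the screen mean inhibition plus 3 SD, computed separately per campaign, cut at about 18% in these data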;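 note: inhibitors lower polarization as less probe binds the enzyme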
BCLXL inh: blocks human Bcl-xL binding to Bim BH3 peptide; GST-Bcl-xL / FITC-Bim BH3 peptide fluorescence polarization; Q07817; AID 2129; inhibition, % at 10.9 µM; 0.7% of 320,000 active;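 active = inhibition above the mean of all tested compounds plus 3 SD, cutoff set per campaign, cut at about 30% in these data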;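 note: 0% = DMSO wells and 100% = unlabeled Bim-BH3 peptide competitor; inhibitors lower millipolarization by displacing the labeled peptide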
Target sequence (Q07817 whole entry, looked up): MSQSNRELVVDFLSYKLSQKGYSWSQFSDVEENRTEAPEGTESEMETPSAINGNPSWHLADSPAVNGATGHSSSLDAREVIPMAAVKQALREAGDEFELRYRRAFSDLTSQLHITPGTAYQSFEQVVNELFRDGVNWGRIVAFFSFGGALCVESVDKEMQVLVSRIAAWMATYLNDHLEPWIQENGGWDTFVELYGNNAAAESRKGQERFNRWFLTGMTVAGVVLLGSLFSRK
CIT2 TOR yeast: modulators of TOR pathway CIT2-GFP in S. cerevisiae; S. cerevisiae CIT2-GFP strain, flow cytometry, 3 h; 100 means same as DMSO wells; GFP response vs DMSO, % at 10 µM; 0.065% of 320,000 active;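 active = GFP response relative to DMSO above a set limit, near the screen mean plus 3 SD, cut at about 150% in these data; inconclusive = Fewer than 70 cells measured for a yeast strain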;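 note: ratio of well median GFP fluorescence to mean of DMSO wells on the plate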
GRK2 inh: human GRK2 inhibition via aptamer displacement | 0.59% of 330,000 active | inhibition of aptamer binding, % at 10 µM | bead flow cytometry, FAM-aptamer displacement from GRK2;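 active = inhibition of aptamer binding above 40%, roughly 3 SD of noise, on plates passing a quality check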;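 note: median bead fluorescence of bound FAM aptamer so fluorescent compounds give negative values; no value below 0 was filed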
Target sequence (P25098 whole entry, looked up): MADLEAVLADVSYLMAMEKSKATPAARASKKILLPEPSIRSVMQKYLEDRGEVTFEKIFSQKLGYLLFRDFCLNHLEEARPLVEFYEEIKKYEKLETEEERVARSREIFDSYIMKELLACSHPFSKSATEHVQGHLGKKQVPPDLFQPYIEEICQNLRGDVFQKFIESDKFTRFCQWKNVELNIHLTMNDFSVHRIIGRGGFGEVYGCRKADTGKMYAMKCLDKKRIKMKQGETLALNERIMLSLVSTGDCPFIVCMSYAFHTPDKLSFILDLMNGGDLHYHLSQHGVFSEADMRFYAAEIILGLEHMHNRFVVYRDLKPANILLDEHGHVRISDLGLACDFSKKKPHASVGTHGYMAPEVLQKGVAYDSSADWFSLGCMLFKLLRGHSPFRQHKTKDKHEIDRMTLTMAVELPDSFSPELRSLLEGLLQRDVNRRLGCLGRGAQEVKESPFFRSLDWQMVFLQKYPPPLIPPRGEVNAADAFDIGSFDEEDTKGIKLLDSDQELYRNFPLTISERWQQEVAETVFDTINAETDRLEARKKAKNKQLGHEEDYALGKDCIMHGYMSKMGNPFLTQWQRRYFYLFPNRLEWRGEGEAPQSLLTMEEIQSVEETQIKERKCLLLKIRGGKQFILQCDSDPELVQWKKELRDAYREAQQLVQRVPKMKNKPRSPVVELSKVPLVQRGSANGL
MEX-5 binding: C. elegans MEX-5 TCR-2 RNA binding activity | activity score (negative = inhibition of binding), % at 10 µM | AID 1832 | MEX-5/FITC-TCR2 RNA binding, fluorescence polarization; hits give low values | Q9XUB2 | 0.38% of 300,000 active;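 active = inhibition past about -25% in most replicates, and total fluorescence under double the plate's negative control median, limit read from the data; inconclusive = replicates evenly split on the limit, or fluorescence at least double controls; inactive = too little inhibition in most replicates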;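 note: 0% = DMSO and -100% = 5 µM competing unlabeled TCR2 RNA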
GLD-1 RNA inh: GLD-1-TGE RNA interaction inhibition (C. elegans); Q17339; purified GLD-1 + fluorescein TGE RNA, fluorescence polarization; inhibition, % at 5.96 µM; 0.44% of 320,000 active; AID 2280;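 active = percent inhibition above a per-plate cutoff, the plate mean of test compounds plus 3 SD, cut at about 30% in these data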;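 note: 0% = DMSO wells with GLD-1 and probe and 100% = wells lacking GLD-1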
AGP1 TOR yeast: yeast TOR pathway AGP1-GFP modulation; 0.02% of 320,000 active; GFP response vs DMSO, % at 10 µM; S. cerevisiae AGP1-GFP multiplex flow cytometry, 3 h; GFP as percent of DMSO wells;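 active = GFP response relative to DMSO above a set limit, near screen average plus 3 SD, cut at about 150% in these data; inconclusive = fewer than 70 cells counted for the yeast strain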;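 note: median GFP channel fluorescence of the gated AGP1 strain per well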
VLA-4 inh: inhibition in a human VLA-4 binding assay; 0.2% of 330,000 active; VLA-4 expressing cells, ligand binding flow cytometry; inhibition, % (about 7 µM as worked out from the volumes in the protocol); P13612; AID 2557; in the data active = inhibition above about 50%
MCL1 BIM primary: inhibitors of human MCL1 binding to BIM-BH3 peptide | GST-MCL1 / FITC-Bim-BH3 fluorescence polarization | inhibition, % at 10.9 µM | 0.68% of 320,000 active | AID 2057;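 active = inhibition above the mean inhibition of all tested compounds plus 3 SD, set per campaign, cut at about 40% in these data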;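 note: 0% = DMSO wells and 100% = unlabeled Bim-BH3 peptide control; higher means more loss of mP so more displacement of Bim peptide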
* = called active by the depositor; i = inactive; ? = inconclusive; . = not tested or not shown; [ ] = remark or other dose.

SMILES	Fam108B inh	BCLXL inh	CIT2 TOR yeast	GRK2 inh	MEX-5 binding	GLD-1 RNA inh	AGP1 TOR yeast	VLA-4 inh	MCL1 BIM primary
Cc1ccc(CN(CC(=O)NCC2CCCO2)S(=O)(=O)c2ccc(C)cc2)cc1 (centres undefined)	-4	4	105	0	3.6	3	101	-1	5
COc1ccc(NS(=O)(=O)c2cccc(C(=O)NNC(=O)CN3C(=O)NC(C)(C)C3=O)c2)cc1	1	1	107	0	-2.7	0	107	-2	-5
CN(C)C(=O)NC1c2ccccc2-c2ccccc21	6	3	105	0	0.4	3	108	16	5
CCN(CC(=O)Nc1cc(Cl)ccc1C)C(=O)CN1C(=O)NC(CC)(c2ccccc2)C1=O (centres undefined)	0	-3	108	0	-1.2	-3	116	-8	-8
COc1ccc(S(=O)(=O)NCC(=O)NCCc2ccc(OC)c(OC)c2)cc1	0	3	98	0	1.2	0	103	3	0
CCOc1ccccc1NC(=O)CCCc1ccc(OC)c(C)c1	4	4	89	1	1.9	3	84	4	7
CC(=O)Nc1ccc(C(=O)NCCCSc2ccccc2)cc1	2	0	102	0	1.0	2	102	12	7
CCOc1cc(S(=O)(=O)N2CCOCC2)ccc1F	0	5	105	0	1.2	3	105	0	1
COc1ccc(-c2cc(C(=O)N/N=C/c3cccnc3)c3cc(C)cc(C)c3n2)cc1	.	.	76	0	-0.8	.	100	-9	.
CC12CCC(=O)N1C(C(=O)OCC(=O)Nc1cccc(Br)c1)CS2 (centres undefined)	11	6	105	1	-1.1	-10	102	-6	7
COCCN(C(=O)c1cc(Cl)ccn1)c1c(N)n(Cc2ccccc2)c(=O)[nH]c1=O	.	-7	94	2	.	5	98	17	-8
O=C(CSCC(=O)Nc1cccc([N+](=O)[O-])c1)Nc1ccccc1	4	2	104	0	-0.7	3	103	-2	10
COc1ccc(NC(=O)COC(=O)c2ccc3ccccc3n2)cc1OC	.	.	106	0	.	-7	100	5	.
CCCCOc1ccc(-c2nc(=S)[nH][nH]2)cc1	-1	11	82	2	-0.4	7	96	12	17
CC1CCCCN1C(=O)COc1ccc(NC(=O)c2ccco2)cc1 (centres undefined)	0	15	82	7	0.6	-2	103	3	1
COc1ccccc1S(=O)Cc1ccc(C(=O)NCc2ccccc2Cl)o1 (centres undefined)	0	0	95	4	-2.8	-1	105	32	-4
N#Cc1ccc(C(=O)N/N=C/c2cn(CC(=O)O)c3ccccc23)c(F)c1	3	-10	110	0	1.8	-4	88	2	-27
CN(C)CC(=O)c1ccc(-c2ccccc2)cc1	-3	8	92	1	0.4	-2	96	-6	6
Cc1n[nH]c(=O)nc1N1CCc2ccccc2C1	-2	2	112	2	2.8	-7	110	1	-2
O=C(Cn1c(=O)oc2ccccc21)Nc1ccc(F)cc1	4	3	98	0	0.2	7	100	1	-2
CCn1cc(C(=O)N[C@@H](CCSC)C(=O)NCCCn2ccnc2)c(=O)c2cc3c(cc21)OCO3	2	3	111	0	0.8	-2	125	3	5
CS(=O)(=O)Nc1ccc(C2=NN(S(C)(=O)=O)C(c3cccs3)C2)cc1 (centres undefined)	3	-2	102	0	2.9	0	103	-5	-3
COc1ccc(-n2nc(C(=O)NCC(=O)N3CCN(c4ccccc4F)CC3)c3ccccc3c2=O)cc1OC	0	-2	96	0	0.0	7	86	-5	3
COc1ccc(N(CC(=O)Nc2c(C)cccc2C)S(=O)(=O)c2ccccc2[N+](=O)[O-])c(OC)c1	-1	7	.	0	-2.5	1	88	9	2
CC(Cc1ccco1)NC(=O)c1cccc(S(=O)(=O)N(C)C)c1 (centres undefined)	6	3	111	1	2.3	3	100	2	-1
CCOc1ccc(NC(=S)NNC(=O)c2ccc(Br)cc2)cc1	8	6	87	0	-0.1	-9	94	-1	5
CCOCCCNC(=O)C1CCN(Cc2cccc(OCc3ccccc3)c2)CC1	2	3	97	0	1.3	8	98	-18	5
O=C(c1cccs1)N(Cc1cc2ccccc2[nH]c1=O)c1ccccc1	3	3	97	4	-0.5	1	94	-3	4
CCn1c(=O)c(C(=O)Nc2nc3ccccc3[nH]2)c(O)c2ccccc21	3	4	84	81*	-1.9	-2	40	5	2
Cc1ccc(-c2nc(-c3ccccn3)no2)cc1Cl	-5	1	91	7	-2.0	3	86	-2	6
O=C(/C=C/c1ccc2c(c1)OCO2)c1ccccn1	-1	26	91	0	-3.4	20	96	9	25
COc1cc(OC)cc(C(=O)NC2CCCCCCC2)c1	1	-6	85	0	2.6	7	90	7	-6
COc1ccc(CCNC(=O)CSc2nc3c(c(=O)n(C)c(=O)n3C)n2C(C)C)cc1OC	-2	-5	100	2	3.1	-8	104	5	-13
O=C(CSC1=NCCS1)NC(NC(=O)CSC1=NCCS1)c1ccccc1	3	-2	100	2	0.2	-5	108	20	4
c1cc2nnnn2nc1N1CCCCCC1	4	-1	83	1	-1.0	-5	91	3	1
COc1ccc(C2CC(c3ccc(C)cc3)=NN2C(=O)CCC(=O)O)cc1OC (centres undefined)	-1	5	94	0	-1.5	3	97	16	2
CC(C)CNC(=O)c1cc(S(=O)(=O)N2CCOCC2)ccc1N1CCCC1	-3	6	98[may fluoresce green]	1	-4.1	4	107[may fluoresce green]	-19	-5
COc1ccc(C(CNC(=O)c2ccc(NS(=O)(=O)c3ccc4c(c3)OCCO4)cc2)N(C)C)cc1 (centres undefined)	3	6	110	0	-0.4	0	102	0	4
COC(=O)c1ccc(C(=O)OC)c(N)c1	3	8	.	4	-1.0	2	102	7	5
COc1ccc(N2CCN(C(CNC(=O)C(=O)NCc3cccs3)c3ccco3)CC2)cc1 (centres undefined)	1	2	87	0	-0.5	0	96	-15	-2

Reprinted from the part before: 3 entries, then new ones.
SMILES	Fam108B inh	BCLXL inh	CIT2 TOR yeast	GRK2 inh	MEX-5 binding	GLD-1 RNA inh	AGP1 TOR yeast	VLA-4 inh	MCL1 BIM primary
COc1ccc(C(CNC(=O)c2ccc(NS(=O)(=O)c3ccc4c(c3)OCCO4)cc2)N(C)C)cc1 (centres undefined)	3	6	110	0	-0.4	0	102	0	4
COC(=O)c1ccc(C(=O)OC)c(N)c1	3	8	.	4	-1.0	2	102	7	5
COc1ccc(N2CCN(C(CNC(=O)C(=O)NCc3cccs3)c3ccco3)CC2)cc1 (centres undefined)	1	2	87	0	-0.5	0	96	-15	-2
O=S(=O)(Nc1nc2ccccc2nc1N1CCN(c2ccccc2)CC1)c1ccc(F)cc1	4	24	92	6	-16	8	98	9	23
CCCCCCCn1ccc(O)c(CC(=O)OC)c1=O	-3	0	94	0	2.8	-3	101	5	3
Cc1ccccc1SCc1noc(C(=O)NCC2CCCO2)c1C(=O)O (centres undefined)	1	-4	.	.	0.2	-2	.	.	0
CCC(C(=O)NCc1cccnc1)n1nc(C)n2c(cc3occc32)c1=O (centres undefined)	-5	5	106	0	-2.6	7	108	12	1
O=C(Nc1ccc(Cl)cc1)Nc1cccc2nsnc12	-7	48*	99	0	-5.3	4	93	14	5
O=C(NCc1ccccc1)N1CCN(c2ccccc2)CC1	-2	5	99	21	0.3	2	94	13	3
COc1cccc(CNc2ccc3[nH]c(=O)[nH]c3c2)c1OCc1ccccc1	.	.	108	0	1.8	.	104	-3	.
O=C(NCc1ccco1)C1CC(=O)N(c2ccc(O)cc2)C1 (centres undefined)	-1	4	113	0	-0.2	2	111	-40	2
Cc1cc([N+](=O)[O-])nn1Cc1ccc(C(=O)N/N=C/c2ccc(O)cc2O)cc1	11	-3	96	0	-0.8	5	95	0	2
O=C(O)CCNc1nc(C(F)(F)F)nc2ccccc12	-4	1	99	0	1.0	5	102	4	-7
O=C(CSc1nnc(-c2cccnc2)n1-c1ccccc1)Nc1ccccn1	-4	3	100	7	-1.1	4	104	-4	8
O=C(c1cc([N+](=O)[O-])ccc1N1CCCC1)N1CCCCC1	-3	-1	105	2	2.3	-1	106	13	-4
CCC(C)c1ccc(O)c(NC(=O)c2ncn[nH]2)c1 (centres undefined)	-3	1	106	0	0.2	0	113	10	1
COCCn1c(SCC#N)nnc1-c1ccc2c(c1)OCO2	-3	4	109	0	1.3	8	111	1	6
COC(=O)[C@H](C)NC(=O)/C=C/c1ccc(OC)cc1	1	-6	101	0	-3.5	-5	107	-2	3
O=C1OCCN1/N=C/c1ccc([N+](=O)[O-])o1	0	20	98	3	5.0	14	94	22	22
Cc1cccc(C)c1OCC(O)Cn1nnc2ccccc21 (centres undefined)	0	5	105	0	-3.1	-1	105	-2	-2
CCCN1CCN(S(=O)(=O)c2ccc3c(c2)CC(C)N3C(=O)C2CC2)CC1 (centres undefined)	0	3	106	2	3.4	-4	101	-3	3
Cn1c(=O)c2cc(S(=O)(=O)NCCC(=O)Nc3ccccc3F)ccc2n(C)c1=O	-1	1	107	0	3.5	4	110	-3	1
CC(C)CSc1nsc(N)n1	-5	0	105	0	1.5	1	99	12	-3
COc1ccc(CN(C)CC(=O)NC2CCCc3ccccc32)cc1OC (centres undefined)	-3	0	101	2	1.4	5	100	13	-7
C/C(CC(=O)Nc1ccccn1)=N\NC(=O)C(=O)Nc1cccc(Cl)c1C	-2	-3	111	0	0.2	0	108	9	-1
COc1ccc(C(=S)NC2CCCCC2)cc1	0	6	97	2	-2.3	6	95	-9	7
CC1CCCCN1S(=O)(=O)c1ccc2c(c1)oc(=O)n2CC(=O)O (centres undefined)	-1	8	100	2	-2.4	3	109	31	6
Cc1cc(-n2cc(Br)c(=O)[nH]c2=O)nc(-c2ccccc2)n1	4	2	101	0	-0.9	3	96	-7	-3
C=CCN1C(=O)/C(=C/c2ccc(O)c(OC)c2)S/C1=N/c1nccs1	-22	-10	73	0	3.1	-40	76	i	-10
COc1ccc(CC(=O)N/N=C(/C)CC(=O)N(C)c2ccccc2)cc1	3	1	?	2	-0.9	1	74[may fluoresce violet]	8	5
CC(C)CC(=O)c1c[nH]c(C(=O)NCc2ccccc2)c1	-2	8	104	0	-0.2	5	99	13	5
CN(C(=O)COC(=O)c1ccc([N+](=O)[O-])cc1N)c1ccccc1	-5	-23	103	0	29	-3	101	13	-17
O=C(Cc1c(F)cccc1Cl)N1CCN(S(=O)(=O)c2cccs2)CC1	.	2	93	30	.	3	103	4	-1
COc1cc(OC)cc(C(=O)Nc2cccc3cccnc23)c1	-1	2	100	3	-1.8	0	92	9	8
Cc1cc2nc(-c3cccc(NC(=O)c4ccc(Br)o4)c3)oc2cc1C	-23	3	95	1	-1.5	1	.	13	-2
COC(=O)c1sc(N2C(=O)c3oc4ccccc4c(=O)c3C2c2cccc(O)c2)nc1C (centres undefined)	-23	5	92	0	-1.5	-4	101	2	5
Cc1occc1-c1nnc(SCC(=O)Nc2ccccc2)n1C	-1	2	88	0	-1.3	1	95	7	-1
O=C(O)c1cc(S(=O)(=O)Nc2cc(Cl)ccc2Oc2ccccc2)ccc1O	.	3	106	0	.	-4	103	-5	6
O=C(Cc1cccs1)Nc1ccc(-c2nc3ccccc3[nH]2)cc1	0	10	108	0	-3.6	10	105	2	1
Cc1cccc(C(=O)NNS(=O)(=O)c2ccccc2[N+](=O)[O-])c1	-9	5	95	4	-1.8	2	103	5	8
CC(=O)c1ccc(N2C(=O)[C@@H]3C(CCC(N)=O)NC4(C(=O)Nc5c4ccc(Cl)c5C)[C@@H]3C2=O)cc1 (some centres undefined)	1	6	104	0	-1.7	1	97	-3	8
CNC(=S)N1CCN(c2ccccc2OC)CC1	-2	6	104	2	1.8	2	106	27	11
